Screening results deposited in PubChem BioAssay by Johns Hopkins Ion Channel Center.
TRPC4 inh: inhibitors of mouse TRPC4 channel; Q9QUQ5; HEK293 TRPC4beta/mu-opioid, DAMGO-evoked Fluo4 calcium flux; hits give low values; B-score at 10 µM; 300,000 tested, 0.39% active; AID 2247;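 active = B-score over 3 SD under the library average, no early fluorescence shift, positive overall ratio signal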
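Assay system: Stable TRPC4beta/mu-opioid receptor HEK293 cells | Reagent: DAMGO in two steps, submaximal then maximal | Compound dosing: Single concentration per test compound | Signal: Fluo4 Ca2+ flux fluorescence | Evaluation: Per-well B score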
TRPC4 potent: TRPC4 (mouse) allosteric potentiation; Q9QUQ5; AID 2227; 310,000 tested, 0.42% active; HEK293 TRPC4beta/mu-opioid, DAMGO EC20, Fluo-4 Ca2+ flux; hits give high values; B-score at 10 µM;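 active = B-score of calcium response area above 5 SD of library B-scores, with initial fluorescence ratio within 5 SD of library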;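 also: B-score of integrated fluorescence ratio over time as area under calcium response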
MrgX1 ag: activates human MrgX1 receptor signaling | 310,000 tested, 0.44% active | MrgX1-HEK293 cells, Fluo-4 calcium fluorescence, agonist mode; hits give high values | B-score at 10 µM | Q96LB2 | AID 588627;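 active = calcium response B-score plate-corrected fluorescence ratio at least 3 library SD, with starting fluorescence B-score inside 5 SD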
Target sequence (Q96LB2 whole entry, looked up): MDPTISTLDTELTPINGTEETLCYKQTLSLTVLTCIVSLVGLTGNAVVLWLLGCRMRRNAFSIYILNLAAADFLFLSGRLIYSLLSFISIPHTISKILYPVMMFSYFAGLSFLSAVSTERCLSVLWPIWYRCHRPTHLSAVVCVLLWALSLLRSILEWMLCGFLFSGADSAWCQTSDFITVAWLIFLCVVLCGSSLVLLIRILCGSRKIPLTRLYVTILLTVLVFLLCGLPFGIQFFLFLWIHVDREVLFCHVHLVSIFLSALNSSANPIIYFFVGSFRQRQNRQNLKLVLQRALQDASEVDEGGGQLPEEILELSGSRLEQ
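Test system: HEK293 cells stably expressing human MrgX1 receptor; amount: 15,000 cells per well; doses: compound delivered in addition one of three; times: overnight plating before 1 h dye loading; detection: Fluo-4 NW calcium-flux fluorescence, kinetic read; read-out basis: B-scored fluorescence response ratio; controls: positive and negative controls per plate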
TRPC4 agonist: TRPC4 (mouse) channel activation. Q9QUQ5. HEK293 TRPC4beta/mu-opioid, Fluo4 calcium fluorescence; hits give high values. B-score at 10 µM. 310,000 tested, 0.49% active. AID 2237;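 active = B-score above 5 SD of library B-scores, and initial fluorescence ratio not above library mean plus 5 SD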;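 also: positive B-score marks a calcium rise read as TRPC4 activation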
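Assay system: HEK293 stable line with TRPC4beta plus mu-opioid receptor; schedule: 45 min room-temperature Fluo4 loading, 110 s read; technique: kinetic Fluo4 calcium fluorescence; evaluation: integrated baseline-normalised fluorescence ratio, converted to per-well B score; controls: buffer (low) and maximal DAMGO (high)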
TRPC6 act: activators of mouse TRPC6 channel | B-score at 10 µM | HEK293-TRPC6 membrane potential dye fluorescence; hits give high values | Q61143 | 310,000 tested, 0.13% active;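 active = B-score of the integrated fluorescence ratio above library mean plus 3 SD, and starting fluorescence ratio within library mean plus 5 SD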;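 also: higher score means more depolarization so channel activation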
MrgX1 antagonist: antagonists of human MrgX1 receptor. B-score at 10 µM. MRGX1-HEK293 calcium flux, Fluo-4, BAM8-22 antagonism; hits give low values. 310,000 tested, 1.3% active. Q96LB2;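 active = calcium-response B-score plate-corrected more than 3 library SD below zero, starting fluorescence within 5 deviations, no agonist response on first addition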;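 also: peak minus trough fluorescence over baseline after final BAM8-22 challenge near maximal dose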
TMEM16A inh: mouse TMEM16A channel inhibition, primary screen; Q8BHY3; HEK293 TMEM16A/YFP iodide influx fluorescence, ionomycin; normalized B-score (activity score, 25-100; higher = stronger inhibition) at 10 µM; 310,000 tested, 1.2% active; AID 588511;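 active = ratio plate-corrected score three or more library SD toward inhibition, starting fluorescence score within five deviations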;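 also: score derived from kinetic fluorescence span divided by baseline fluorescence per well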
RGS4 inh: human RGS4 inhibition | B-score at 10 µM | P49798 | HEK293 M3R/RGS4 inducible, Fluo-4 calcium flux; hits give high values; triggered by carbachol at its EC20 | 310,000 tested, 0.45% active | AID 463165;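 active = B-score, a plate-corrected calcium signal, over three deviations above library mean, with baseline fluorescence within five deviations of library mean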;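 also: RGS4 expression induced by doxycycline in cells with stable M3 receptor; B-score is computed from the integrated fluorescence ratio over baseline after carbachol; higher B-score means a larger calcium signal and so more RGS4 inhibition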
Target sequence (P49798 whole entry, looked up): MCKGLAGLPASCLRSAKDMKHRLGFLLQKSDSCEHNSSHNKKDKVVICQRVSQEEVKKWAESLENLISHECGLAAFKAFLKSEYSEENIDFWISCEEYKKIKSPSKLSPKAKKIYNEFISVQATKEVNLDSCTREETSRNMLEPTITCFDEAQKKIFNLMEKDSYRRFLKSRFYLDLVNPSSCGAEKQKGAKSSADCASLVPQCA
TRPC6 inhibitor: mouse TRPC6 channel inhibition. Q61143. HEK293-TRPC6, membrane potential dye, ACh-evoked depolarization; hits give low values. B-score at 10 µM. 310,000 tested, 1.1% active. AID 2553;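 active = B-score under library mean minus 3 SD, initial fluorescence not abnormally high, positive integrated signal ratio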;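 also: B-score derived from integrated fluorescence ratio over the kinetic read; more negative B-score means stronger inhibition of depolarization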
ANO1 activ: activates or potentiates the mouse TMEM16A chloride channel | 340,000 tested, 0.3% active | B-score at 10 µM | HEK293 TMEM16A/YFP-H148Q/I152L, iodide quench fluorescence; hits give low values | AID 623877;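 active = fluorescence-ratio B-score plate-corrected deviation score at least 3 library SD below zero, with starting fluorescence score within 5 deviations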;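 also: channel opened by trigger with iodide after compound preincubation; score built on the fluorescence ratio of max minus min over baseline; more negative score means more quench and so TMEM16A activation or potentiation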
MrgX1 PAM: human MrgX1 positive allosteric modulation, primary screen; Q96LB2; MrgX1-HEK293, Fluo-4 calcium flux, FDSS; hits give high values; B-score at 10 µM; 310,000 tested, 0.63% active; AID 588675;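 active = plate-corrected calcium response at least 3 library SD above typical, normal starting fluorescence, not activating the receptor alone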;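 also: compound read alongside a low EC10 to EC30 dose of BAM8-22 agonist; peak minus trough fluorescence over baseline measured at the second addition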
* hit, by the source's call; i = inactive; nt = no result given.

SMILES | TRPC4 inh | TRPC4 potent | MrgX1 ag | TRPC4 agonist | TRPC6 act | MrgX1 antagonist | TMEM16A inh | RGS4 inh | TRPC6 inhibitor | ANO1 activ | MrgX1 PAM
O=C(NNC(=S)Nc1ccccc1)c1ccccc1[N+](=O)[O-] | i | i | i | i | i | i | i | i | i | i | i
CC1=C(C(N)=O)S(=O)(=O)c2ccccc21 | i | i | i | i | i | i | i | i | i | i | i
COc1ccc(-c2nonc2NC(=O)c2oc3ccc(F)cc3c2C)cc1OC | i | i | i | i | i | i | i | i | i | i | i
Cc1nc(C)c(Oc2cccc(C(F)(F)F)c2)c(=O)[nH]1 | i | i | i | i | i | i | i | i | i | i | i
COc1ccc(NC(=O)C(C)Sc2ccccc2)cc1 (stereo not given) | i | i | i | i | i | i | i | i | i | i | i
O=C(Nc1ccc(S(=O)(=O)NCC2CCCO2)cc1)c1cnccn1 (stereo not given) | i | i | i | i | i | i | i | i | i | i | i
Cc1ccccc1C(=O)Nc1ccccc1NC(=O)c1ccccc1Br | i | i | i | i | i | i | i | i | i | i | i
CCC(C)(C)NC(=O)C(c1ccc(C)cc1)N(CC1CCCO1)C(=O)c1csnn1 (stereo not given) | i | i | i | i | i | i | i | i | i | i | i
CCCn1c(N)c(N(CCOC)C(=O)c2ccc(Cl)c([N+](=O)[O-])c2)c(=O)[nH]c1=O | i | i | i | i | i | i | i | i | i | i | i
Cc1ccc(S(=O)(=O)c2cc(O)ccc2O)cc1C | i | i | i | i | i | i | i | i | i | i | i
COc1ccc(N2CCN(C(=O)Cc3ncc(C(F)(F)F)cc3Cl)CC2)cc1 | i | i | i | i | i | i | i | i | i | i | i
CCCCOc1ccccc1C(=O)N(Cc1ccco1)C1CCS(=O)(=O)C1 (stereo not given) | i | i | i | i | i | i | i | i | i | i | i
CCN(CC)C(=O)C1CCCN(C/C=C/c2ccccc2[N+](=O)[O-])C1 (stereo not given) | i | i | i | i | i | i | i | i | i | i | i
Cc1ccc(NC(=O)CCC(=O)NNC(=O)COc2ccccc2)cc1C | i | i | i | i | i | i | i | i | i | i | i
Cc1cc(C)nc(SCC(=O)Nc2ccc(S(=O)(=O)NCCO)cc2)n1 | i | i | i | i | i | i | i | i | i | i | i
CCOC(=O)NC1(NC(C)C)Oc2ccccc2O1 | i | i | i | i | i | i | i | i | i | i | i
OC(CN1CCC(Cc2ccccc2)CC1)C(F)(F)F (stereo not given) | i | i | i | i | i | i | i | i | i | i | i
c1ccc(Nc2ncnc3c2oc2ccccc23)cc1 | i | i | i | i | i | i | i | i | i | i | i
Cc1nnc(SCC(=O)N2CC(=O)Nc3ccccc32)s1 | i | i | i | i | i | i | i | i | i | i | i
COc1ccc(OC)c(C(=O)c2c(C)oc3cc(Br)c(O)c(CN(C)C)c23)c1 | i | i | i | i | i | i | i | i | i | i | i
CC(C)CC(=O)Nc1cccc(-c2nc3ccccc3o2)c1 | i | i | i | i | i | i | i | i | i | i | i
COc1ccccc1-n1cnnc1SCC(=O)NC1CCS(=O)(=O)C1 (stereo not given) | i | i | i | i | i | i | i | i | i | i | i
O=C(N/N=C\c1ccncc1)c1ccc(Cl)s1 | i | i | i | i | i | i | i | i | i | i | i
CC(=O)NC(=S)Nc1ccc(NC(=O)c2cccnc2Cl)cc1 | i | i | i | i | i | i | i | i | i | i | i
Cc1nc(CNS(=O)(=O)c2ccc3c(c2)OCCO3)cs1 | i | i | i | i | i | i | i | i | i | i | i
CC/C(=N/NS(=O)(=O)c1ccc(Cl)cc1)c1ccc(O)cc1 | i | i | i | i | i | i | i | i | i | i | i
COc1ccccc1Nc1nnc(SCC(=O)N2CCCC2)s1 | i | i | i | i | i | i | i | i | i | i | i
CC(=O)c1cnc(Nc2nc(C)c3ccccc3n2)nc1C | i | i | i | i | i | i | i | i | i | nt | i
COc1cc(/C=N/NC(=O)C[n+]2ccccc2)cc(OC)c1OC | i | i | i | i | i | i | i | i | i | i | i
COC(=O)C[C@H]1c2cc(F)ccc2S(=O)(=O)N1c1ccc(N(C)C)cc1 | i | i | i | i | i | i | i | i | i | i | i
Oc1ccc(Cc2ncc(C(F)(F)F)cc2Cl)cc1 | i | i | i | i | i | i | i | i | i | i | i
Cc1ccc(C)c(NC(=O)CCC(=O)NNC(=O)COc2cc(C)ccc2C)c1 | i | i | i | i | i | i | i | i | i | i | i
O=S(=O)(NCc1ccncc1)c1ccc(Br)s1 | i | i | i | i | i | i | 100* | i | i | i | i
COc1ccccc1C(=O)Nc1c(C)cc(Br)cc1C | i | i | i | i | i | i | i | i | i | i | i
CCc1c(C)nc2ccc(Br)cc2c1SCCC#N | i | i | i | i | i | i | i | i | i | i | i
COc1ccc(OC)c(/C=N/Nc2cc(C)nc(N3CCOCC3)n2)c1 | i | i | i | i | i | i | i | i | i | i | i
N/C(=N\c1nc2ccccc2o1)NC(=O)c1ccccc1Br | i | i | i | i | i | i | i | i | i | i | i
COC(=O)c1ccccc1NC(=O)C12CC3CC(C1)CC(n1cnc(Cl)n1)(C3)C2 | i | i | i | i | i | i | i | i | i | i | i
COC(=O)C(Cc1ccccc1)NC(=O)C12CC3CC(CC(C3)C1)C2 (stereo not given) | i | i | i | i | i | i | i | i | i | i | i
OCCN(C=NC1=NN(c2cccc(C(F)(F)F)c2)CC1)CCO | i | i | i | i | i | i | i | i | i | i | i
CC(OC(=O)c1ccc(=O)n(Cc2ccccc2)n1)C(=O)Nc1cccc(Cl)c1 (stereo not given) | i | i | i | i | i | -5.3* | i | i | i | i | i
O=C(CSc1nc(=O)n2ccccc2n1)NCc1ccc(F)cc1 | i | i | i | i | i | i | i | i | i | i | i
CCOC(=O)[C@H]1[C@H]2COc3ccccc3[C@@H]2N2C(=O)c3cc(Cl)ccc3NC(=O)[C@@]12C | nt | nt | i | nt | nt | i | i | nt | nt | i | i
CC(C)(C)OC(=O)[C@H](Cc1ccccc1)NC(=O)c1nc[nH]c1C(=O)NCc1ccccc1 | i | i | i | i | i | i | i | i | i | i | i
S=C(NCc1ccc(Cl)c(Cl)c1)NCc1ccco1 | i | i | i | i | i | i | i | i | i | i | i
COc1ccc(C2=NO[C@@H]3C(=O)N(c4ccc5c(c4)OCCO5)C(=O)[C@H]23)cc1OC | i | i | i | i | i | i | i | i | i | i | i
COc1ccc(CC(=O)Nc2ccccc2N2CCOCC2)cc1OC | i | i | i | i | i | i | i | i | i | i | i
COc1cc2c(cc1OC)-c1nnc(C)n1C(C)(C)C2 | i | i | i | i | i | i | i | i | i | i | i
COC(=O)c1ccc(CSc2nc3scc(-c4cccs4)c3c(=O)[nH]2)o1 | i | i | i | i | i | i | i | i | i | i | i
CCOC(=O)C[C@H]1c2ccc(C(F)(F)F)cc2S(=O)(=O)N1C1CCCC1 | nt | i | i | i | i | i | i | i | i | i | i
CCCc1c(C(=O)NNc2cc(C(F)(F)F)ccc2Cl)cnn1-c1ccccc1 | i | i | i | i | i | i | i | i | i | i | i
CCOCCN(C(=O)c1ccccc1Cl)c1cccc(C)c1C | i | i | i | i | i | i | i | i | i | i | i
Cc1ccccc1N1CC(C(=O)NC2CCCC2)CC1=O (stereo not given) | i | i | i | i | i | i | i | i | i | i | i
COC(=O)C1=C(SC)N(c2ccccc2)C(c2ccccc2)CC1=O (stereo not given) | i | i | i | i | i | i | i | i | i | i | i
CC(C)[C@H]1C(=O)Nc2ccccc2N1C(=O)N[C@@H](Cc1ccccc1)C(=O)N[C@@H](Cc1ccccc1)C(=O)O | i | i | i | i | i | i | i | i | i | i | i
COCc1ccc(CN2CCC(C(=O)Nc3cccc(-c4cscn4)c3)CC2)o1 | i | i | i | i | i | i | i | i | i | i | i
CC(C)CCn1cnc2c1c(=O)n(C)c(=O)n2C | i | i | i | i | i | i | i | i | i | i | i
CC(C)c1ccc(NC2(C#N)C(=O)Nc3ccccc32)cc1 (stereo not given) | i | i | 39* | i | i | i | i | i | i | i | i
Cc1ccc2[nH]c(=O)c(CN(CCO)C(=O)NCc3ccccc3)cc2c1 | nt | i | i | i | i | i | i | i | i | i | i
O=C1OC(c2ccc(Cl)cc2)=C/C1=C/c1cccnc1 | i | i | i | i | i | i | i | i | i | i | i
The list continues:
SMILES | TRPC4 inh | TRPC4 potent | MrgX1 ag | TRPC4 agonist | TRPC6 act | MrgX1 antagonist | TMEM16A inh | RGS4 inh | TRPC6 inhibitor | ANO1 activ | MrgX1 PAM
Cc1ccccc1-n1c(C)cc(/C=N/NC(=O)c2ccncc2)c1C | i | i | i | i | i | i | i | i | i | i | i
NS(=O)(=O)c1cccc(NC(=O)CSc2ncc(C(F)(F)F)cc2Cl)c1 | i | i | i | i | i | i | i | i | i | i | i
CCCCCCSc1ncc(C#N)c(N)n1 | i | i | i | i | i | i | i | i | i | i | i
C=CCSc1nc2sc3c(c2c(=O)[nH]1)CC(C)(CC)OC3 (stereo not given) | i | i | i | i | i | i | i | i | i | i | i
Cc1ccccc1NC(=S)N(Cc1cccs1)C1CCCCC1 | i | i | i | i | i | i | i | i | i | i | i
C=C1C(=O)O[C@@H]2[C@H]3O[C@]3(C)CC/C=C(\C)CC[C@@H]12 | nt | nt | i | nt | nt | i | i | nt | nt | i | i
O=C1c2ccccc2C(=O)N1c1cccc2cccnc12 | i | i | i | i | i | i | i | i | i | i | i
CN(Cc1ccccc1F)c1ccc(S(=O)(=O)N2CCCC2)cn1 | i | i | i | i | i | i | i | i | i | i | i
COc1ccc(/C(N)=N/OC(=O)C2CCCCC2)cc1OC | i | i | i | i | i | i | i | i | i | i | i
Cc1ccc(N2C(=O)c3ccc(C(=O)N4CCN(c5ccc(C)c(C)c5)CC4)cc3C2=O)cc1 | i | i | i | i | i | i | i | i | i | i | i
CN(C)c1ccnc2sc3c(=O)n(-c4ccccc4)cnc3c12 | i | i | i | i | i | -4.6* | i | i | i | i | i
